# TrxR1 substrate = substrates of rat thioredoxin reductase 1 | O89049 | purified TrxR1 substrate turnover, NADPH consumption readout | Potency, µM (doses to about 114 µM), for the others: at the highest dose activity change, negative = substrate turnover | 390,000 compounds, 0.01% hits; note: % is set by controls: 0 for no effect and ±100 for the full control effect; nearly all actives have a fitted effect of over 50% in size
#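 Rat TrxR1, dispensed at 90 nM, was prereduced with 400 uM NADPH (final) for 5 min at ~22 deg C, then incubated with compound 15 min before 400 uM selenite. A first-read NADPH fluorescence drop versus no-compound background flagged substrates.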
# mIDH1 inhibitor = inhibitors of human mutant IDH1 R132H; AID 602179; IDH1-R132H enzyme, NADPH consumption, diaphorase/resazurin fluorescence; 390,000 compounds, 0.093% hits; Potency, µM (titrated, usually from 76.6 µM), inactives show at the highest dose activity change, negative = inhibition, most hits filed as inhibitors; note: % is set by controls: 0 for no effect and ±100 for the full control effect; nearly all actives have a fitted effect of over 65% in size
#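 IDH1-R132H (0.5 ug/mL dispensed) in pH 7.5 Tris buffer was preincubated 30 min with compound, then given a substrate mix of 0.016 mM NADPH and 2 mM alpha-KG for 80 min at room temperature; remaining NADPH was read by diaphorase/resazurin fluorescence.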
# Vif-APOBEC3F blk = inhibitors of Vif-A3F interaction | HeLa A3F-eYFP + Vif (tagged APOBEC3F with the HIV-1 protein that degrades it), YFP fluorescence increase | Potency, µM (top dose mostly 46.1 µM), without a hit: top-dose activity, negative = active | 390,000 compounds, 0.2% hits; note: % of control where 0% means no effect; nearly all actives have a fitted effect of over 65% in size
#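 HeLa cells stably expressing A3F-eYFP plus Vif, plated and incubated overnight at 37 deg C, then exposed to compounds overnight at 37 deg C. Blocked degradation read as raised yellow fluorescence (Ex 488/Em 500-530).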
# Vif-A3G inh = inhibitors of Vif-APOBEC3G interaction. Q9HC16. HeLa A3G-eYFP + Vif (tagged APOBEC3G with the HIV-1 protein that degrades it), YFP fluorescence, overnight. Potency, µM (highest dose often 46.1 µM), inactives show at the top dose activity, negative = active, usual class: inhibitors. 410,000 compounds, 0.076% hits. AID 602310;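 note: % is set by controls: 0 for no effect and ±100 for the full control effect; nearly all actives have a fitted effect of over 60% in size; hits raise eYFP signal because A3G escapes Vif-driven loss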
#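 HeLa cells stably expressing Vif and C-terminally eYFP-tagged A3G, seeded overnight at 37 deg C, then exposed to compound by pintool overnight at 37 deg C. Rise in yellow fluorescence (Ex 488/Em 500-530, Acumen) marks blocked Vif-driven A3G degradation.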
# RXFP1 agonist = RXFP1 (human) receptor agonism | Q9HBX9 | HEK293T-RXFP1 cAMP TR-FRET, 30 min; response scale: percent of porcine relaxin response, buffer zero | Potency, µM (titrated, usually from 57.5 µM), for the others: at the top dose activation, most hits filed as activators | 370,000 compounds, 0.3% hits; note: % is set by controls: 0 for no effect and ±100 for the full control effect; nearly all actives have a fitted effect of over 60% in size; many of its hits are not listed in these tables
#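 HEK293T cells stably expressing RXFP1 were pretreated with the PDE4 inhibitor Ro 20174, exposed to compounds for 30 min at 37C, lysed, and cAMP was read by TR-FRET. Data normalized to buffer (basal) and 29 nM porcine relaxin (100%).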
# USP1 inh = inhibitors of human USP1/UAF1 deubiquitinase. 390,000 compounds, 0.23% hits. AID 743255. recombinant USP1/UAF1, Ub-Rhodamine cleavage fluorescence. Potency, µM (top dose mostly 57.1 µM), for inactives: at the highest dose activity change, negative = inhibition, most hits filed as inhibitors; note: % is set by controls: 0 for no effect and ±100 for the full control effect; nearly all actives have a fitted effect of over 60% in size; inactives centre near -12
# Target sequence (O94782 whole entry, looked up): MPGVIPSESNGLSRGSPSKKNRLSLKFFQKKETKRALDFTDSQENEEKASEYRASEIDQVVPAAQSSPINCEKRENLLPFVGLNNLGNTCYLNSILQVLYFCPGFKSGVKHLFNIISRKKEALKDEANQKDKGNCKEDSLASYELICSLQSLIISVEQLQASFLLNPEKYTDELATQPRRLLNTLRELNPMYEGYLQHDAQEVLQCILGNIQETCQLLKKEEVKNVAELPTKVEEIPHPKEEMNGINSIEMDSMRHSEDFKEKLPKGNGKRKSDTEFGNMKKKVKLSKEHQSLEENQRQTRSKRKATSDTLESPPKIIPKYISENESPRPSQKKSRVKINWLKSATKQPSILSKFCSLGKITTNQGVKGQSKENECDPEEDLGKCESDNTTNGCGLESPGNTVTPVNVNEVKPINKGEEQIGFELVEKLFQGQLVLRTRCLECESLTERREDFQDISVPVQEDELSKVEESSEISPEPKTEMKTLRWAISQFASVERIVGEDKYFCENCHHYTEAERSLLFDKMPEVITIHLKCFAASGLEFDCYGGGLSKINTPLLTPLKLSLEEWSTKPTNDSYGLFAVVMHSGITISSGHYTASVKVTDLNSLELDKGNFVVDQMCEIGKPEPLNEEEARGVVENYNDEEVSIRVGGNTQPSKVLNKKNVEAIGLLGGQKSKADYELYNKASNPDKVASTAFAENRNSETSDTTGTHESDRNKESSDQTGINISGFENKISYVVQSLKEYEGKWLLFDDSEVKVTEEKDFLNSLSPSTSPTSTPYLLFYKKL
#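 1 nM enzyme complex + cpd, 15 min RT; start with Ub-Rho 150nM final; kinetic fluorescence ex 480/em 540, 6 reads q60 s. Buffer 50mM HEPES pH 7.8, 0.5mM EDTA, 0.1 mg/ml BSA, 1mM TCEP, 0.01% Tween-20.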
# RGS4 inhibitor = human RGS4 inhibition | P49798 | Transcreener GDP fluorescence polarization, RGS4-accelerated GTP hydrolysis | Potency, µM (highest dose often 114 µM), for the others: top-dose activity change, negative = inhibition, most hits filed as inhibitors | 390,000 compounds, 0.039% hits | AID 504845; note: % is set by controls: 0 for no effect and ±100 for the full control effect; nearly all actives have a fitted effect of over 75% in size; some results filed as inactive show a strong effect at the top dose
# Target sequence (P49798 whole entry, looked up): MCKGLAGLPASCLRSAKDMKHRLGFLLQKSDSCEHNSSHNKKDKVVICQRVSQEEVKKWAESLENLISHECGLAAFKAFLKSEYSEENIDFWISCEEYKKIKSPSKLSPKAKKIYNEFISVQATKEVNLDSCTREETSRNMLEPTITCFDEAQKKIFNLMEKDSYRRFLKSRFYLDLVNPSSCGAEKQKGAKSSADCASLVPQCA
#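 MLSMR compounds (23 nl, pin-transferred) preincubated 10 min at room temperature with a 500nM (2x) first reagent, then RGS4 at 900nM (2x) plus Transcreener GDP mix added; fluorescence polarization (620/688 nm) read before and after 90 min at 30 °C.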
# ALOX12 inh = inhibitors of human 12S-lipoxygenase ALOX12. P18054. purified 12hLO, xylenol orange hydroperoxide absorbance. Potency, µM (top dose mostly 108 µM), without a hit: top-dose activity change, negative = inhibition, actives largely listed as inhibitors. 580,000 compounds, 1.1% hits. AID 1671190; note: % is set by controls: 0 for no effect and ±100 for the full control effect
#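 Hydroperoxide product was detected by ferrous iron/xylenol orange as the 573 to 405 nm absorbance ratio. Arachidonic acid at 40 uM (final) was turned over for 30 min at room temperature by 150 nM human 12hLO, pH 7.0 Hepes buffer, after 15 min compound preincubation.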
# TrxR1 inh = inhibitors of rat thioredoxin reductase 1 | O89049 | recombinant rTrxR1, NADPH fluorescence consumption, selenite substrate | Potency, µM (doses to about 114 µM), for inactives: at the highest dose activity change, negative = inhibition, actives largely listed as inhibitors | 390,000 compounds, 1% hits | AID 588453; note: % is set by controls: 0 for no effect and ±100 for the full control effect; nearly all actives have a fitted effect of over 65% in size
#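 Rat TrxR1 (90 nM in the dispensed reagent) was pre-reduced with 400 uM NADPH for 5 min at room temperature, then incubated with compound for 15 min. After 400 uM selenite was added, NADPH fluorescence (Ex 340/Em 450 nm) was followed for 8 min.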
# An asterisk follows results filed as active; ? = inconclusive; . = no result given; & = joins results of further samples; [ ] = another dose, or the depositor's remark. Calls come from the whole dose curve; as a rule, active = well fitted curve in the direction sought with a large enough effect; inconclusive = small, poorly fitted or top-dose-only effect, or another doubt; inactive = no such curve, though single readings can be large; an effect the other way counts as inactive or inconclusive. Potency is the fitted concentration of half-maximal effect. A portion of the library; count on the stated rates, not on these rows.
SMILES,TrxR1 substrate,mIDH1 inhibitor,Vif-APOBEC3F blk,Vif-A3G inh,RXFP1 agonist,USP1 inh,RGS4 inhibitor,ALOX12 inh,TrxR1 inh
COc1ccc(-c2cc(C(=O)Nc3nc4c(C)cccc4s3)c3ccccc3n2)cc1OC,2.9%,8.6%,-1.6%,-6.8%,4.5%,-23.9%,-21.6%,-5.1%,7.6%
CCCCNC(=S)Nc1ccccc1Cc1ccccc1,3.6%[57.1 µM],-1.7%,?,3.6%,-0.9%,-16.9%,13.0%,?,-7.2%[57.1 µM]
Cc1ccc2nc(N3CCN(C)CC3)c(C=O)c(=O)n2c1,7.2%[57.1 µM],4.0%,17.8%,2.1%,2.2%,-7.9%,-15.7%,?,10.8%[57.1 µM]
CCNC(=S)NCc1ccc(Cl)cc1,3.4%,4.2%,-0.3%,1.0%,.,-3.0%,-10.1%,0.0%,-1.5%[57.1 µM]
COc1ccc(C(CCN2CCCC2)c2c(OC)cc(OC)c3c(-c4ccccc4)cc(=O)oc23)cc1 (stereo not given),-2.3%,-9.3%,-18.2%,1.2%&6.1%,0.6%,?,7.7%&-4.6%,?,-3.9%
COC(=O)c1sc2nc(C)nc(SCC(=O)C(C)(C)C)c2c1C,6.3%[57.1 µM],5.9%,-2.7%,-3.6%,10.5%,-32.7%,7.2%,11.0%,21.5%
COc1ccc(C(NC(C)=O)c2ccc3cccnc3c2O)c(OC)c1 (stereo not given),-5.1%,-10.7%,-13.5%,?,1.5%,2.8%,?,.,1.3%[57.1 µM]
O=C(O)/C=C/c1cn(Cc2ccccc2)nc1-c1cccnc1,6.3%,4.4%,4.3%,-4.4%,0.0%,-19.0%,17.4%,-20.2%,16.7%
Cc1ccccc1-c1nnn(CC(=O)Nc2ccc3c(c2)OCO3)n1,3.7%,1.1%,-3.0%,-0.6%,0.6%,-10.3%,-14.3%,-2.7%,19.5%
CCCCOc1ccc(Cn2c(=O)oc3ccc(C)cc32)cc1OC,-6.7%,0.2%,0.3%,6.2%,-4.5%,11.6%,-10.7%,-0.5%,0.9%
COC(CNc1nc(SC)nc2sc3c(c12)CCN(C)C3)OC,120.6%[activator],5.0%,4.2%,-2.3%,10.6%,-14.2%,-13.4%,-3.7%,-13.9%
CCOc1ccc2nc(SCC(=O)N(CCOC)c3c(N)n(Cc4ccccc4)c(=O)[nH]c3=O)[nH]c2c1,-13.1%,3.9%,-0.8%,-0.9%,0.3%,-8.2%,2.4%,15.0%,-19.0%
CSc1nc(-c2ccco2)nn1C(=O)Cc1ccccc1,9.6%[57.1 µM],-7.1%,-4.0%,0.4%,1.2%,7.8%,0.3%[11.4 µM],?,-9.2%
O=C(c1cc(COc2ccc(F)cc2Cl)on1)N1CCN(C2CCCC2)CC1,-2.5%,-8.7%,2.0%,-0.2%,1.3%,-11.7%,25.8%,0.0%,-26.5%
COc1cccc(Nc2ncc(C(=O)O)c3ccccc23)c1,-5.8%,13.0%,6.8%,-0.1%,2.9%,-22.4%,-22.6%,-17.2%,4.2%[57.1 µM]
COc1cc(CNC2CCCCCCC2)cc(Br)c1OCC#N,-1.7%,0.7%,-0.6%,0.4%,-0.3%,1.3%,29.2%,-4.8%,1.8%
CCOC(=O)c1c(CN2CCCCC2)n(C)c2cc(Br)c(O)c(CN(C)C)c12,1.3%,-3.9%,1.3%,2.3%,-1.0%,-24.7%,1.5%,.,7.0%
O=c1c2c(O)cc(O)cc2oc2c(O)ccc(O[C@H]3O[C@@H](CO)[C@H](O)[C@@H](O)[C@@H]3O)c12,-14.4%,6.4%,0.1%,-3.2%,.,-21.7%,-5.3%,?,1.0%
CCC(=O)c1ccccc1OCCCN1C(=O)NC(C)(C)C1=O,0.9%,1.6%,-3.3%,3.0%,2.0%,4.2%,1.5%,-18.7%,18.2%
Cc1cc(C(F)(F)F)cc(NNC(=O)NC(=O)c2ccccc2Cl)n1,-4.3%,7.2%,1.3%,-2.4%,-0.3%,-0.6%,0.2%,2.3%,3.5%
COc1ccc(NC(=O)NCCC2=CCCCC2)cc1,5.7%,-4.3%,1.5%,-1.6%,0.3%,-19.0%,-2.1%,-10.7%,18.2%
Cc1nc(SCc2ccc([N+](=O)[O-])cc2)nc2ccccc12,-2.9%,-4.0%,-8.1%,2.4%,5.4%,-20.1%,1.0%,7.3%,11.1%
Cc1ccc(C2=C/C(=C/c3cccs3)C(=O)O2)cc1,-6.7%,0.9%,-7.0%,3.9%,0.6%,5.6%,4.0%,?,-12.0%
O=C(C1=COCCO1)N1CCN(S(=O)(=O)c2cccc(Cl)c2Cl)CC1,8.3%,1.0%,-9.1%,0.0%,-1.6%,0.0%,24.3%,?,28.4%
Cc1ccc(S(=O)(=O)c2cc3cc(C(=O)Nc4ccc(C)cc4C)ccc3oc2=O)cc1,-0.2%,19.7%,3.0%,0.3%,-4.1%,10.4%,22.3%,-23.3%,19.7%

# The list goes on.
SMILES,TrxR1 substrate,mIDH1 inhibitor,Vif-APOBEC3F blk,Vif-A3G inh,RXFP1 agonist,USP1 inh,RGS4 inhibitor,ALOX12 inh,TrxR1 inh
O=[N+]([O-])c1cccc(-c2nnc(CNC3CC3)o2)c1,-0.7%,0.9%,-2.4%,1.9%,-0.7%,-15.5%,-5.1%,-0.4%,7.3%[57.1 µM]
COc1ccc(CCNc2ccncn2)cc1OC,2.0%,1.2%,-11.4%,0.2%,-0.2%,-1.9%,-2.6%,-27.2%,2.0%
COCCCNC(=S)N1CCCC(c2nc3cc(C)c(C)cc3[nH]2)C1 (stereo not given),5.3%,0.0%,-19.4%,2.2%,1.3%,-19.1%,-2.2%,3.4%,8.8%
C=C1CCN([C@@H](CC(C)C)C(=O)NN2CCOCC2)S(=O)(=O)c2ccccc21,-11.9%,-0.1%,-0.9%,-0.4%,.,5.0%,-2.1%,3.5%,?
O=C(O)c1cccc(CN2C(=O)S/C(=C/c3cccc([N+](=O)[O-])c3)C2=O)c1,-1.1%,-1.0%,-5.7%,-4.8%,2.9%,-27.3%,-11.3%[11.4 µM],?,-12.7%
Cc1cc(NC(=O)CCC(=O)N(c2ccc(F)cc2)C(C(=O)NC2CCCC2)c2cccnc2)no1 (stereo not given),-0.7%[57.1 µM],-19.1%,11.5%,-0.5%,2.6%,-4.4%,1.4%,-4.6%,9.6%[57.1 µM]
OC(COc1ccc(OCc2ccccc2)cc1)CN1CCOCC1 (stereo not given),11.4%,0.0%,-3.0%,0.5%,-0.6%,-8.6%,12.2%,24.3%,10.8%
COc1ccc(N2C(=O)[C@@H]3[C@H](C2=O)[C@H]2C=CC=NN2[C@@H]3C(=O)Nc2ccc(Cl)cc2)cc1,2.1%,-3.1%,11.5%,-0.3%,0.6%,-30.6%,?,?,-4.5%
CCCOc1c(Br)cc(C(=O)OCc2cc(=O)n3ccsc3n2)cc1OC,-2.5%,-0.9%,-4.5%,-19.0%,.,-6.6%,28.9%,-3.1%,27.6%
CCc1cc2c(C)cc(=O)oc2cc1OC(=O)C1CCCN1C(=O)OC(C)(C)C (stereo not given),53.9%[activator],11.7%,-1.4%,1.2%,6.7%,-2.4%,-8.6%,.,-7.4%
Nc1c(C(=O)NCc2ccc3c(c2)OCO3)nnn1CC(=O)Nc1ccc(Br)cc1,5.0%&4.3%,-8.8%&-13.3%,?,-11.7%&-13.9%,-1.6%&9.6%,-23.5%&-21.3%,12.9%&-28.7%,1.6%&0.0%,21.4%&26.5%
Cc1oc2nc(SCCCC(=O)NCCO)nc(N)c2c1C,13.0%[57.1 µM],9.2%,3.2%,-8.1%,4.3%,-25.3%,1.3%,15.2%,6.1%[57.1 µM]
O=c1[nH]nc(-c2ccc(F)cc2)cc1-c1ccccc1,11.9%,4.9%,-6.7%,-5.3%,28.6%,?,0.9%,111.8%[activator],24.9%
N#CCCCc1cc2ccccc2cn1,1.1%,12.1%,4.6%,-3.3%,.,-16.9%,9.3%,?,13.3%
O=C1C2CCCCN2C(=O)N1CCCCN1CCN(c2ccc(F)cc2)CC1 (stereo not given),-4.8%,-4.9%,1.1%,3.1%,0.2%,6.5%,51.3%,?,-2.9%
COCCCNC(=S)NNC(=O)c1cc(C2CC2)nc2ccccc12,-6.9%,0.0%,-15.4%,0.5%,0.6%,-8.5%,11.1%,0.0%,-21.4%
CC(C)c1ccc(NC2=CC(=O)CC(C)(C)C2)cc1,-16.0%,-5.8%,-2.0%,-4.0%,2.9%,-14.9%,23.7%,-0.2%,-9.2%
COc1ccc(C(=O)NNC(=O)C2CC=CCC2)cc1 (stereo not given),7.7%,1.3%,-2.1%,-1.8%,-0.6%,-2.6%,0.9%,-8.1%,9.3%[57.1 µM]
CC(C)CCN1CCN(Cc2ccc(Sc3nncn3C)o2)CC1CCO (stereo not given),2.0%,7.9%,3.9%,-0.1%,-0.6%,-4.8%,11.8%,0.7%,8.7%
Cc1ccc(NCCC(=O)c2cccs2)cc1Cl,-3.5%,3.5%,1.4%,1.6%,-0.2%,-12.1%,-15.3%[11.4 µM],0.0%,?
COc1ccc(C)cc1S(=O)(=O)NC1CC1,-7.3%[57.1 µM],0.8%,5.8%,0.0%,0.7%,-23.9%,-9.1%,9.4%,1.7%[57.1 µM]
